# Shn3 inh set2: reduces Shn3 3'UTR luciferase signal in osteoblasts. Clone20 osteoblast Shn3 3'UTR firefly luciferase, 24 h. inhibition, % at 12.5 µM. 360,000 compounds, 0.52% hits;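 active means mean inhibition of at least 75% with every replicate also reaching 75%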;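 further: 0% = median of neutral control wells and 100% = pilot-screen positive control compound; some compounds past the cut are filed as inactive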
# CF NFkB inh: inhibitors of cystic fibrosis induced NF-kB; KKLEB NF-kB-GFP reporter, PAF-induced, GFP fluorescence overnight; inhibition, % at 5 µM; 360,000 compounds, 0.86% hits;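 active means at least 50% inhibition at 5 µM, scaled per plate between neutral and stimulator controls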;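 further: PAF is a Pseudomonas aeruginosa culture filtrate used as stimulus; plate controls were PAF-stimulated DMSO wells for no effect and unstimulated DMSO wells for full effect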
# LMP1 NFkB inh: inhibitors of Epstein-Barr LMP1-induced NF-kappaB reporter. LMP1-induced NF-kappaB luciferase reporter cells, luminescence. inhibition, % at 12.5 µM. 350,000 compounds, 0.69% hits; in the data active means inhibition above about 41%;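 further: 0% = neutral control wells and 100% = reference inhibitor control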
# MITF TRPM1 inh: inhibitors of MITF-driven TRPM1 promoter in melanoma cells; SK-MEL-5 TRPM1 promoter luciferase, 24 h; inhibition, % at 12.5 µM; 330,000 compounds, 0.83% hits; AID 488899;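 active means mean inhibition across replicates of 60% or more, whatever share of single replicates reaches that level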; further: values of inactives mirror those of a sister screen read the other way
# KKLEB cytotox: CF airway cell cytotoxicity counter-screen; KKLEB CF airway cells viability, ATPlite luminescence, overnight; stronger effect = lower value; cells stimulated with P. aeruginosa culture filtrate; activity change (cytotoxicity), % at 5 µM; 360,000 compounds, 0.36% hits; AID 602141;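 active means corrected activity change at or below -50% at 5 µM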
# NR2E3 ag-1: activates human NR2E3 receptor. CHO-S Gal4-NCOR/VP16-NR2E3 two-hybrid, luciferase. inhibition of corepressor binding, % at 3.98 µM. 360,000 compounds, 0.35% hits. AID 602229;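 active means inhibition above the mean of all tested compounds plus 3 SD, cut at about 70% in these data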;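 further: 0% = DMSO with NR2E3 transfected cells and 100% = cells lacking NR2E3 construct; higher means lower luciferase signal from less NR2E3 corepressor binding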
# Target sequence (Q9Y5X4 whole entry, looked up, the tested form may be a part): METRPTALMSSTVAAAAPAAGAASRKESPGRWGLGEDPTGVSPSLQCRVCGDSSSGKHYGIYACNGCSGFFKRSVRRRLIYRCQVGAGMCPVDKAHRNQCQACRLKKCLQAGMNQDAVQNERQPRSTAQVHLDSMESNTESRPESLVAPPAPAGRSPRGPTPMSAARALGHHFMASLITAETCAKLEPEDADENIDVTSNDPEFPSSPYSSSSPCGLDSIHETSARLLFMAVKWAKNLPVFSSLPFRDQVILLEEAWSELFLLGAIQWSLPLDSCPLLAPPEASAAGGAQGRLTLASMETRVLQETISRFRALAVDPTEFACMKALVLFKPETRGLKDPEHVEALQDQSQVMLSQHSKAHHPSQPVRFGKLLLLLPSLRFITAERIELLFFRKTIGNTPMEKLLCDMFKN
# Peg3 promoter: Peg3 promoter activity inhibition; HeLa PEG-Prom luciferase reporter, luminescence, overnight; inhibition, % at 20 µM; 360,000 compounds, 1.7% hits;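 active means inhibition of at least 50% at 20 µM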
# NR2E3 ag-2: NR2E3 (human) agonism; 320,000 compounds, 0.12% hits; AID 2300; GST-NR2E3/biotin-RetCOR TR-FRET, 1536-well; inhibition of corepressor binding, % at 4.78 µM;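 active means percent inhibition above the cutoff of mean plus 3 SD of all tested compounds, set per screening campaign, cut at about 20% in these data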;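 further: 0% = DMSO wells and 100% = biotin wells as full block of FRET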
#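 Material: NR2E3–RetCOR corepressor complex / Amount: 1.35 nM GST-NR2E3 / Medium: Tris pH 7.5 / Compound: single nominal compound dose of 4.8 µM / Incubation: 5 h at 4 °C / Technique: TR-FRET, Eu(K)-anti-GST donor, streptavidin-D2 acceptor, ex 340, em 617/671 nm / Read-out basis: percent loss of FRET ratio relative to control wells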
# hiPSC survival: increases survival of single human iPS cells. survival enhancement, % at 20 µM. 360,000 compounds, 0.044% hits. hiPSC single-cell survival, ATPlite luminescence; 100% = ROCK inhibitor wells, 0% = DMSO; in the data active means survival enhancement above about 18%;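 further: cells exposed to compounds for 16 hours before the ATP read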
# HIF-2a inh: blocks HIF-2a reporter activity. inhibition, % at 18.8 µM. 360,000 compounds, 0.72% hits. 786-0 RCC cells HIF-2a reporter, luciferase luminescence, overnight;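 active means inhibition of the luminescence signal of 40% or more relative to plate controls, in a single-dose primary screen at 18.75 µM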
# TRAIL sens C8: sensitizes caspase-8 expressing cells to TRAIL; 360,000 compounds, 1% hits; inhibition (viability loss, TRAIL sensitization), % at 10 µM; NB7+C8 cells + TRAIL, ATPlite viability luminescence;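 active means compounds causing at least 50% loss of cell viability in the single-dose screen, relative to plate controls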
# Starred values were filed as active, the others as inactive; x = no result given. These rows are one share of the data; rates above refer to the full screens.
SMILES	Shn3 inh set2	CF NFkB inh	LMP1 NFkB inh	MITF TRPM1 inh	KKLEB cytotox	NR2E3 ag-1	Peg3 promoter	NR2E3 ag-2	hiPSC survival	HIF-2a inh	TRAIL sens C8
Cc1ccc(S(=O)(=O)N2CCOCC2)cc1C(=O)OCC(=O)NCCc1ccc(F)cc1	1	15	-19	-5	-6	-2	18	x	0.7	8	-9
CCc1nc2ccc(C(=O)NCCc3ccccn3)cn2c1N(C)Cc1nccs1	-2	8	x	x	-8	9	-8	x	-2.4	-9	-16
COc1cc(C(O)c2nc3ccccc3n2C)cc(OC)c1OC (stereo unspecified)	17	2	-7	-4	1	1	11	2	3.0	12	-14
N#CC1CC(c2ccccc2)=NN1c1ccccc1[N+](=O)[O-] (stereo unspecified)	-22	8	-27	-14	-6	-135	-234	2	0.3	-226	-16
O=C(Nc1ccccc1)OCc1cncs1	-2	3	-4	-18	-6	-5	-29	1	-2.1	-77	-1
O=C(O)C1C(C(=O)Nc2ccc(Cl)cc2)C2C=CC1C21CC1 (stereo unspecified)	-18	8	-6	-4	8	0	6	-1	0.4	2	8
Cc1cc(C)cc(NC(=O)N2CCC(NC(=O)c3ccccc3C)CC2)c1	0	-21	-1	-4	3	-12	4	3	1.4	-1	-4
Cc1c(C(=O)NCc2ccccc2)oc2ccc(S(=O)(=O)N3CCC4(CC3)OCCO4)cc12	16	-7	7	10	-5	5	17	2	-0.8	10	12
N#Cc1ccccc1Cn1c(=O)oc2ccccc21	6	-25	4	10	12	12	13	2	-0.7	-19	-13
COc1cc(NS(=O)(=O)c2ccc(NC(=O)c3ccc(Cl)cc3Cl)cc2)ncn1	3	5	9	7	-9	-7	10	0	0.3	7	0
O=C(CCSCCC(=O)NCc1ccc(F)cc1)NCc1ccc(F)cc1	-11	1	4	8	0	-15	7	0	2.7	16	9
Cc1ccc(NC(=O)COC(=O)CN2C(=O)NC3(CCCC3)C2=O)cc1S(=O)(=O)N(C)C	5	12	-5	7	-4	-2	-5	1	1.0	16	-6
C=CCSC(=S)Nc1c(C)n(C)n(-c2ccccc2)c1=O	-21	-10	9	27	8	-11	16	0	0.3	-2	-1
O=C(O)[C@@H]1CCCN1S(=O)(=O)c1cccc(S(=O)(=O)N2CCC[C@H]2C(=O)O)c1	3	21	-2	2	-13	-28	-1	-3	-2.0	13	0
CCCC(NC(=O)Cc1c(C)c2cc3c(C)c(C)oc3c(C)c2oc1=O)C(=O)N[C@@H](Cc1ccccc1)C(=O)O (stereo partly specified)	11	-7	2	6	13	-15	-1	-2	4.0	7	-3
CCC(C)Cn1cnc2c(Sc3c([N+](=O)[O-])ncn3C)nc(N)nc21 (stereo unspecified)	-13	41	7	-6	-32	23	21	x	-2.2	12	2
Cc1c(Cl)cnc(NC(=O)COC(=O)CCC(=O)c2cccs2)c1Cl	-22	9	-2	3	-2	18	-1	x	-1.2	16	-5
Cc1ccc(N2CCN(/N=C/C=C/c3ccccc3)CC2)cc1	15	3	-1	-5	2	-17	-14	-1	0.7	-6	0
COc1ccc(CN/C(C)=C(/C#N)C(N)=O)cc1OC	-11	-17	7	-9	0	1	-11	0	-0.1	-1	-11
OCC1(Cc2ccccc2)CCN(Cc2cccc(F)c2F)CC1	19	4	-3	-10	-1	-18	15	-2	-0.5	-2	0
Cc1ccc2nc(NCCC(=O)O)nc(-c3ccccc3)c2c1	1	29	4	2	-2	7	-10	-1	-2.0	19	7
CCOC(=O)CNC(=S)N(Cc1ccccc1)Cc1ccccc1F	5	-3	-15	-9	-2	-7	15	4	-0.6	0	-4
O=C(Cc1ccsc1)OCC(=O)c1ccccc1	4	5	10	4	0	8	-9	x	-0.1	3	-5
N/C(=N\OC(=O)C1CCCCC1)c1cccc([N+](=O)[O-])c1	-42	10	-41	-76	7	-41	-145	5	1.4	-240	2
CCOc1ccccc1C1CC(=O)NC2=C1C(=O)CCC2 (stereo unspecified)	-4	0	-3	8	-11	20	23	-3	4.2	15	9
COC(=O)CSc1nnc(CNC(=O)Cc2ccccc2)n1-c1ccccc1OC	-10	2	-3	-9	-8	-31	2	-2	0.4	0	1
FC(F)(F)c1ccccc1CNCc1ccc2c(c1)OCO2	9	0	5	3	-16	-33	-3	x	-0.1	6	-4
CC1(C)Cc2c(c(=S)nc(-c3ccccc3)n2CCO)CO1	0	5	-4	0	2	-11	10	-4	6.1	0	-11
O=S(=O)(NCc1ccco1)c1ccc(S(=O)(=O)N2CCCC2)cc1	6	9	-7	-2	-20	-9	5	-1	-1.1	15	3
COc1ccc2cc(-c3ccn[nH]3)ccc2c1	-46	0	-1	-31	-9	-162	-384	0	-0.3	-255	32

# Gathered by group, the entries above with a thiophene ring, fused or not.
SMILES	Shn3 inh set2	CF NFkB inh	LMP1 NFkB inh	MITF TRPM1 inh	KKLEB cytotox	NR2E3 ag-1	Peg3 promoter	NR2E3 ag-2	hiPSC survival	HIF-2a inh	TRAIL sens C8
Cc1c(Cl)cnc(NC(=O)COC(=O)CCC(=O)c2cccs2)c1Cl	-22	9	-2	3	-2	18	-1	x	-1.2	16	-5
O=C(Cc1ccsc1)OCC(=O)c1ccccc1	4	5	10	4	0	8	-9	x	-0.1	3	-5

# (further entries)
SMILES	Shn3 inh set2	CF NFkB inh	LMP1 NFkB inh	MITF TRPM1 inh	KKLEB cytotox	NR2E3 ag-1	Peg3 promoter	NR2E3 ag-2	hiPSC survival	HIF-2a inh	TRAIL sens C8
Cc1ccc(NC(=O)C2CCCN(S(=O)(=O)c3c(C)noc3/C=C/N(C)C)C2)c(C)c1 (stereo unspecified)	-11	9	-6	-3	-3	-4	1	-1	-0.5	6	-11
CC(C)[C@@H](C(=O)N1CCCC1)N1C(=O)N2CCc3c([nH]c4ccccc34)[C@@]2(C)C1=O	17	5	1	-2	-4	-19	11	-2	0.4	11	-12
COc1ccccc1C(=O)NCCC(=O)NCC(c1ccccc1)N(C)C (stereo unspecified)	8	-11	-6	5	13	-9	2	2	-0.5	-12	-15
CCOC(=O)c1c(C)[nH]c(C=C2C(=O)CCCC2=O)c1O	2	3	4	7	16	1	0	-4	2.3	7	0
CCOc1cc2[nH]c(=S)n(CCCN3CCOCC3)c(=O)c2cc1OCC	3	-10	-6	5	28	-7	4	2	-0.2	18	-5
CN1N=C(c2ccc(Cl)cc2)CC(c2ccc(Cl)cc2)C1=O (stereo unspecified)	13	0	0	-5	9	-6	7	2	3.4	-10	3
C[n+]1ccc2[nH]c3ccccc3c2c1	-1	-7	x	x	-1	-9	23	x	-0.9	20	0
COc1cc(C(=O)N2C(=O)c3cccc(N)c3C2=O)cc(OC)c1OC	-5	4	6	14	-14	1	18	-1	-0.4	17	-21
CC(C)=CCCC(C)CN1CCC(n2nccc2NC(=O)c2ccccc2)CC1 (stereo unspecified)	8	-2	-1	-1	-6	-12	-6	0	-0.1	10	-2
C=CCC[C@@H](Cc1ccc(F)cc1)C(=O)OC[C@H](Cc1c[nH]c2ccccc12)NC(=O)[C@@H](CC=C)CC(=O)NCCO	18	-14	1	-4	3	0	26	x	0.4	2	1
CC(C)Oc1ccc(C2CC(=O)N(c3cccc(Br)c3)C2=O)cc1 (stereo unspecified)	15	-7	x	x	3	4	10	4	2.1	13	-10
CC(=O)c1cccc(NC(=O)C2=CC(c3cccs3)=NS(=O)(=O)N2C)c1	10	-1	-5	-4	-2	-12	8	5	-0.6	0	15
Cc1cccc(OCCOCCN2CCOCC2)c1C	-10	10	0	12	-7	-15	17	1	-1.5	-1	-32
COC(=O)c1ccc(C)c(NC(=O)CCCN2C(=O)NC(C)(C)C2=O)c1	2	1	4	1	-6	1	13	1	-0.4	-3	-12
Cc1nn(CCc2n[nH]c(=S)n2-c2ccc(F)c(Cl)c2)c(C)c1[N+](=O)[O-]	-14	-4	-7	-2	20	-3	7	9	-1.8	5	-5
O=C(N/N=C\c1cccc(F)c1)c1ccc(Cn2cc(Br)c([N+](=O)[O-])n2)o1	-10	3	2	9	-11	-10	-21	-1	1.3	-31	1
C#CCOCCOCCOCCNc1nc(N2CCN(C(=O)Cn3cc(CCCCN)nn3)CC2)nc(N2CCN(C(=O)[C@H](C)n3cc(CCC(=O)O)nn3)CC2)n1	-19	-5	7	-6	11	-10	7	x	2.7	5	0
S=c1[nH]nc(-c2cccnc2)n1/N=C/c1ccccc1	0	-21	3	-9	5	-14	13	-4	-0.7	19	-7
CC(Sc1ncnc2sccc12)C(=O)Nc1ccc(S(=O)(=O)N2CCOCC2)cc1 (stereo unspecified)	4	0	-1	6	-7	16	12	x	-0.4	20	7
CC1(C)CC(=O)c2sc(NC(=O)C3CC3)nc2C1	-87	-11	-3	-10	0	-29	-23	2	1.4	-38	15
O=C(OCC(=O)N1CCCCC1)c1ccc2c(c1)C(=O)N(Cc1ccco1)C2=O	-24	-9	-6	-5	5	3	2	3	-0.4	-4	5
COC(=O)[C@@]1(C)[C@H]2C(=O)N(C)C(=O)[C@H]2[C@H]2CN=C(SCC(=O)c3ccccc3)N21	-19	-12	1	-7	18	-22	-52	x	-0.6	-11	0

# As entered above:
# CCOc1cc2[nH]c(=S)n(CCCN3CCOCC3)c(=O)c2cc1OCC in Shn3 inh set2 = 3
# Cc1cccc(OCCOCCN2CCOCC2)c1C in HIF-2a inh = -1
# CC(=O)c1cccc(NC(=O)C2=CC(c3cccs3)=NS(=O)(=O)N2C)c1 in hiPSC survival = -0.6
# Cc1nn(CCc2n[nH]c(=S)n2-c2ccc(F)c(Cl)c2)c(C)c1[N+](=O)[O-] in Peg3 promoter = 7

# Arranged by SMILES length (largest number first): some entries from above
SMILES	Shn3 inh set2	CF NFkB inh	LMP1 NFkB inh	MITF TRPM1 inh	KKLEB cytotox	NR2E3 ag-1	Peg3 promoter	NR2E3 ag-2	hiPSC survival	HIF-2a inh	TRAIL sens C8
C=CCC[C@@H](Cc1ccc(F)cc1)C(=O)OC[C@H](Cc1c[nH]c2ccccc12)NC(=O)[C@@H](CC=C)CC(=O)NCCO	18	-14	1	-4	3	0	26	x	0.4	2	1
COC(=O)[C@@]1(C)[C@H]2C(=O)N(C)C(=O)[C@H]2[C@H]2CN=C(SCC(=O)c3ccccc3)N21	-19	-12	1	-7	18	-22	-52	x	-0.6	-11	0
C[n+]1ccc2[nH]c3ccccc3c2c1	-1	-7	x	x	-1	-9	23	x	-0.9	20	0

# Screening results (PubChem BioAssay)
